From PubChem
EPAC2 antagonist: EPAC2 (human) antagonism; EPAC2 GEF exchange of Rap1B-BODIPY-GDP, fluorescence; AID 720708; Potency, µM (highest dose often 114 µM), for the others: at the highest dose activity, negative = inhibition, usual class: inhibitors; 360,000 tested, 0.18% active; further: potency means the concentration at half of the fitted maximal effect; on the % scale 0 is the no-effect control and ±100 the full control effect; nearly all actives have a fitted effect of over 45% in size; many of its hits are not listed in these tables
Target sequence (Q8WZA2 whole entry, looked up): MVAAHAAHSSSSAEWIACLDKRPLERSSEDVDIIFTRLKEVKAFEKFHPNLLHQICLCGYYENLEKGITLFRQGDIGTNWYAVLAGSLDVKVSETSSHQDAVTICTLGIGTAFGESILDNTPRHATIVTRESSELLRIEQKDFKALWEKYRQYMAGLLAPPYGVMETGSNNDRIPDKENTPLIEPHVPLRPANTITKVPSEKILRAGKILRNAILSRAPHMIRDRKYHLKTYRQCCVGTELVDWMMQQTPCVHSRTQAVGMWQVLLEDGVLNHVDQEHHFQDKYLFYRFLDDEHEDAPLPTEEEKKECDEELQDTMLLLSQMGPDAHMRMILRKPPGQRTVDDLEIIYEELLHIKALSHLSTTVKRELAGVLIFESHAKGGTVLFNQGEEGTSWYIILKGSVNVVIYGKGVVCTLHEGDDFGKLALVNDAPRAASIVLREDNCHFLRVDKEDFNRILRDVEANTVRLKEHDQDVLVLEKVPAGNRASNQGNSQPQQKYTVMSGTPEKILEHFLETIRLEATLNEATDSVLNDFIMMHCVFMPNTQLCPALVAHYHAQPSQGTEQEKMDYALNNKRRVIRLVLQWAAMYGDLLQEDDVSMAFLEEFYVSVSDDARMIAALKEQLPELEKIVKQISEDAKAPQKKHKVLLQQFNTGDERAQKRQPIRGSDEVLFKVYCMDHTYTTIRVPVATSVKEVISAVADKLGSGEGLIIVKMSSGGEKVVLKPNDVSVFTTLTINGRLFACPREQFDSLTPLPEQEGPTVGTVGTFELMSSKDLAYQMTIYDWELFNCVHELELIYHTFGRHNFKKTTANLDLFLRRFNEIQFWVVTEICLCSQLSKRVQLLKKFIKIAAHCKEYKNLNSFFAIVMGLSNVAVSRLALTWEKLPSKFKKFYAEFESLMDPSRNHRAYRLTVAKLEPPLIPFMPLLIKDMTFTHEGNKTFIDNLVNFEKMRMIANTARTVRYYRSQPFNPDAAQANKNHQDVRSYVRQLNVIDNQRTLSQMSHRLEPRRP
MmCpn inh: blocks the Methanococcus maripaludis chaperonin Mm-Cpn; Potency, µM (series often up to 76.9 µM), for inactives: at the highest dose activity, negative = inhibition, actives largely listed as inhibitors; 330,000 tested, 0.031% active; purified Mm-Cpn ATPase, ADP Transcreener TR-FRET; further: potency means the concentration at half of the fitted maximal effect; on the % scale 0 is the no-effect control and ±100 the full control effect; nearly all actives have a fitted effect of over 80% in size
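Purified archaeal chaperonin (25 nM final) was preincubated with compound for 10 min at 37°C, then ATP (10 uM final) was added for 30 min at 37°C in Tris pH 7.4/KCl/MgCl2/DTT buffer. ADP was quantified by HTRF Transcreener TR-FRET.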
D3 antag: antagonists of human D3 dopamine receptor; P35462; D3R cells, DiscoveRx beta-arrestin luminescence, antagonist mode; hits give low values; max response, negative = inhibition, %; 360,000 tested, 2.5% active; AID 652054; in the data active means max response below about -50%; inconclusive means no clear call, values can overlap the other calls; further: on the % scale 0 is the no-effect control and ±100 the full control effect; mostly tested at two doses, the higher about 12 µM
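Cells expressing the human receptor were seeded at 1500 cells/well, incubated overnight at 37 degrees C in 5% CO2, then exposed to library compounds with dopamine controls for 90 minutes at 37 degrees C before luminescent detection.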
DRD3 agonist: D3 dopamine receptor (human) agonism; D3R DiscoveRx beta-arrestin cells, luminescence, 90 min; 410,000 tested, 0.58% active; P35462; max activation, %; in the data active means max activation above about 30%; further: 0% is about no effect; mostly tested at two doses, the higher about 12 µM
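Agonist mode: compounds and dopamine controls were applied to plated cells for 90 min at 37 degrees C after an overnight attachment at 1500 cells/well. Luminescent read-out followed 30 - 60 minutes at room temperature with DiscoveRx detection reagent.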
pAkt inh: Akt phosphorylation inhibition. activity change, % for hits at 50 µM. Neuro2A IGF-stimulated pAkt S473 HTRF, 20 min; hits give low values. 360,000 tested, 0.32% active; in the data active means activity change below about -80%; inconclusive means mostly about -51% to -80%; further: on the % scale 0 is the no-effect control and ±100 the full control effect
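Neuro2A cells in DMEM with 0.5% FBS, overnight at 37 deg C, given compound at single 50 µM final, then IGF (6 nM final) for 20 min at 37 deg C. Lysed; phospho-Akt Ser473 by HTRF after 24 h, 665/615 ratio.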
CCT chaperon mod: modulators of cytosolic chaperonin (CCT/TRiC) activity; purified chaperonin ATPase assay, HTRF ADP detection, 30 min; activity change, % (test concentration not listed), hits read low; 360,000 tested, 0.3% active; in the data active means activity change below about -30%; further: on the % scale 0 is the no-effect control and ±100 the full control effect
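Nucleotide hydrolysis assay: TRiC at 20–40 nM final (set by batch activity) with 10 uM ATP, 30 min at 37 °C, in presence of 76 uM compound. Detection by competitive ADP HTRF, 30 min ambient.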
EPAC2 ag: activates human EPAC2 exchange factor. 360,000 tested, 0.079% active. Potency, µM (series often up to 154 µM), for inactives: top-dose activation, most hits filed as activators. Q8WZA2. AID 720711. EPAC2 activation, biochemical qHTS; response scale: 100% = 6.5 mM cAMP response; further: potency means the concentration at half of the fitted maximal effect; nearly all actives have a fitted effect of over 50% in size
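Each well held 100 nM EPAC2, 250 nM RAP1B-BODIPY-GDP and 50 uM GDP. Fluorescence, read at 5-min intervals to 30 min, was referenced to a 6.5 mM cAMP positive control.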
PTHR1 ag: activates the human parathyroid hormone receptor PTHR1; HEK293 GP2 PTHR1 cells, GloSensor cAMP luminescence, 1 h; Potency, µM (highest dose often 115 µM), without a hit: top-dose activation, most hits filed as activators; 410,000 tested, 0.075% active; further: potency means the concentration at half of the fitted maximal effect; nearly all actives have a fitted effect of over 55% in size; some results filed as inactive show a strong effect at the top dose; inactives centre near -15; many of its hits are not listed in these tables
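HEK-293-derived GP2 cells expressing PTHR1 and a GloSensor cAMP reporter, 3,000/well, plated overnight, given luciferin plus IBMX (each 0.5 mM as added) for 1 h at 37 °C, then compound for 1 h at 37 °C. Luminescence was read after 15 min at room temperature.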
* = called active by the depositor; i = inactive; ? = inconclusive; / = no result given; & = joins results of further samples; [ ] = remark or other dose. Unless noted, the call rests on the fitted dose curve; in most records, active means well fitted curve in the direction sought with a large enough effect; inconclusive means small, poorly fitted or top-dose-only effect, or another doubt; inactive means no such curve, though single readings can be large; an effect the other way counts as inactive or inconclusive.

SMILES	EPAC2 antagonist	MmCpn inh	D3 antag	DRD3 agonist	pAkt inh	CCT chaperon mod	EPAC2 ag	PTHR1 ag
NC1=NC(=O)C(Cc2cccc(Cl)c2)S1 (stereo not drawn)	8.7%	2.2%	16.4	-1.4	i	-3.2	4.5%	i
CCCCN(CCCC)S(=O)(=O)c1ccc(SCC(=O)OCC)c([N+](=O)[O-])c1	-8.6%	0.9%	7.0	0.8	i	0.7	-0.8%	-3.5%
COc1cc(C)ccc1Oc1ncnc(N)c1[N+](=O)[O-]	0.2%	0.1%	-3.1	-2.0	i	-1.4	12.2%	i
COC(=O)C1CC(O)CN1C(=O)Nc1cccc(C(F)(F)F)c1 (stereo not drawn)	-1.0%	0.0%	-5.6	-4.9	i	1.5	2.3%	-21.0%
O=C(NCc1ccccc1Cl)[C@@H]1CCCN1S(=O)(=O)c1ccc(Cl)cc1	-3.9%	-6.3%	-1.6	0.5	i	-4.6	7.1%	-44.0%[inhibitor]
Cc1cc(C)c2c(n1)SCC(=O)N2CC(=O)Nc1cc(F)ccc1F	-2.3%	-2.5%	4.5	5.2	i	1.0	8.2%	-16.3%
Cc1ccc(C)c(S(=O)(=O)Nc2nc(C)c(C(=O)Nc3ccccc3)s2)c1	0.8%	-0.4%	?	-0.7	i	2.6	8.5%	-19.7%
CCOc1ccc(OCCn2ccnc2)cc1	4.5%	0.0%	4.1	1.8	i	0.5	-3.2%	i
CC(Oc1ccc2ccc(=O)oc2c1)C(=O)NCCCn1ccnc1 (stereo not drawn)	7.0%	2.6%	-0.3	5.4	i	-0.7	3.9%	-17.6%
C=CCC1c2cccc(C(=O)O)c2C(=O)N1c1cccc(OC)c1 (stereo not drawn)	8.1%	-1.3%	-13.1	-1.6	i	-0.3	2.9%	i
O=C(COc1ccccc1)Nc1nnc(-c2ccc3c(c2)CCCC3)o1	29.2%	0.5%	-6.2	-0.4	i	-2.1	-7.6%	-5.7%
Cc1cc(C)n2nc(C(=O)OCC(=O)c3c[nH]c4ccccc34)nc2n1	13.2%	0.5%	24.3	1.1	i	0.0	3.2%	i
CCC(=O)c1ccc(OCC(=O)N2CCN(c3ncccn3)CC2)cc1	2.7%	0.1%	-2.9	-4.9	i	0.1	-2.7%	-3.8%
CCOC(=O)C1=C(C)OC(N)=C(C#N)C1c1cc2ccccc2nc1N1CCCCC1 (stereo not drawn)	-18.7%	?	0.0	0.0	i	1.8	-1.2%	i
CCN1C(=NCCc2ccc(Br)cc2)N[C@@H](c2ccccc2)[C@H](C(=O)OC)[C@H]1C	3.1%	-8.4%&-2.8%	-88.4*	-50.2	i	0.5	4.1%	-1.5%
COc1ccc(NC(=O)C2Cc3c(-c4ccc(Cl)cc4)ccnc3O2)cc1 (stereo not drawn)	-6.6%	/	28.4	-0.9	i	-2.4	0.5%	-20.6%
O=C(Cc1ccc(NC2=NC3CS(=O)(=O)CC3S2)cc1)NCc1ccccc1Cl (stereo not drawn)	-4.7%	-0.3%	2.9	-2.4	i	0.6	-7.1%	-19.0%
CN(C)C(=O)CN1CCN(c2nc3nonc3nc2N2CCCCC2)CC1	1.5%	-0.3%	-18.8	-8.1	i	0.0	6.4%	-22.6%
CCOC(=O)C1C(=O)CC(C)(O)C(C(=O)OCC)C1c1cccc(OC(F)(F)C(F)F)c1 (stereo not drawn)	-3.6%	2.5%	-15.3	-3.7	i	-2.6	-23.6%	-0.9%
Cc1ccc(NC(=O)COC(=O)c2cccc(OC(F)F)c2)cc1S(=O)(=O)N1CCCCC1	-5.2%	-1.7%	0.6	4.8	i	-0.6	7.6%	-41.7%[inhibitor]
N#Cc1cccc(NC(=O)CCc2ccc(S(=O)(=O)N3CCOCC3)cc2)c1	-2.2%	-0.6%	6.6	8.8	i	-1.4	8.7%	-10.2%
O=C(CSc1nnc(COc2cccc3cccnc23)o1)c1ccc(F)cc1	6.2%	-5.2%	3.8	18.8	i	1.2	0.1%	i
Cc1ccc(Nc2nc(NCc3cccs3)nc3ccsc23)c(C)c1	-10.8%	/	?	-16.3	i	0.8	6.9%	-6.7%
COc1ccc(Cc2nc3ccc(C(=O)NCc4ncc(C)[nH]4)cc3o2)cc1OC	0.3%	2.2%	2.8	10.7	i	-0.3	5.7%	-6.7%
COc1ccc(C2C=C(c3ccccc3)Nc3nc(CCCO)nn32)cc1 (stereo not drawn)	2.3%	-6.8%	16.6	2.9	i	-1.5	8.3%	i
CCCc1[nH]nc2c1C(c1ccc(OC)c(Cn3nc(C)c(Br)c3C)c1)C(C#N)=C(N)O2 (stereo not drawn)	-0.1%	/	-25.8	-6.4	i	-1.4	-19.5%	i
CCOC(=O)c1c(NC(=S)NC(=O)c2ccc(Cn3cc(Cl)cn3)o2)sc2c1CCC(C)C2 (stereo not drawn)	-6.3%	0.5%	3.0	-3.8	i	-0.2	0.6%	-21.5%
Cc1c(Br)c([N+](=O)[O-])nn1CC(=O)N1CCCc2ccccc21	1.6%	1.0%	-13.8	-5.1	i	-4.8	0.4%	-23.7%[57.5 µM]
Cc1[nH]n(-c2ncc(-c3ccccc3)s2)c(=O)c1C(c1ccc(Cl)cc1)C(C#N)C#N (stereo not drawn)	-8.2%	-3.2%	0.0	6.0	i	0.2	2.1%	-42.2%
Cc1ccc(Cl)cc1NC(=S)N(CCCN1CCOCC1)Cc1ccco1	?	0.5%	-9.3	-6.9	i	2.5	-4.8%	-22.6%

Overlap with the part before: 3 entries; new compounds follow.
SMILES	EPAC2 antagonist	MmCpn inh	D3 antag	DRD3 agonist	pAkt inh	CCT chaperon mod	EPAC2 ag	PTHR1 ag
Cc1c(Br)c([N+](=O)[O-])nn1CC(=O)N1CCCc2ccccc21	1.6%	1.0%	-13.8	-5.1	i	-4.8	0.4%	-23.7%[57.5 µM]
Cc1[nH]n(-c2ncc(-c3ccccc3)s2)c(=O)c1C(c1ccc(Cl)cc1)C(C#N)C#N (stereo not drawn)	-8.2%	-3.2%	0.0	6.0	i	0.2	2.1%	-42.2%
Cc1ccc(Cl)cc1NC(=S)N(CCCN1CCOCC1)Cc1ccco1	?	0.5%	-9.3	-6.9	i	2.5	-4.8%	-22.6%
CN(C)c1ccc(-c2nn3c(-c4ccccc4Cl)nnc3s2)cc1	11.8%	0.6%	-1.8	-7.7	i	3.3	1.5%	-95.0%[inhibitor]
COc1ccc(C(=O)Cn2nnc(-c3ccccc3NC(=O)C(F)(F)F)n2)cc1	-6.5%	-2.7%	4.2	4.9	i	2.1	1.6%	-17.4%[57.5 µM]
COc1ccccc1OCc1ccc(C(=O)N2CCN(C(=O)c3ccco3)CC2)cc1	-15.5%	-13.5%	-1.9	0.3	i	2.8	-3.1%	-23.8%
CCOc1ccc(-c2cn(CCC#N)cn2)cc1	-12.6%	0.6%	-14.0	-1.9	i	-2.5	-2.2%	-18.2%
O=C1CCCN1c1ccc(C(=O)N(Cc2nnc(-c3ccccc3Cl)o2)C2CC2)cc1	-2.9%	1.0%	-17.4	-7.6	i	1.0	11.2%	-31.7%[inhibitor]
Cc1ccccc1C1=NC(C(F)(F)F)(C(F)(F)F)c2c(n(C)c(=O)n(C)c2=O)N1	5.0%	1.5%	10.6	2.1	i	-1.4	6.6%	-6.6%
Fc1cccc(-c2csc(-c3ccno3)n2)c1	2.0%	-2.0%	5.1	-6.4	i	0.1	3.1%	-5.3%
Cc1ccc(-n2c(CSc3nc(C)cc(C)n3)n[nH]c2=S)cc1	2.4%	-0.6%	0.9	7.6	i	-3.0	5.8%	i
COc1cc(NC(=O)C2CC(c3cccc(OC)c3OC)=NO2)cc(OC)c1OC (stereo not drawn)	-1.5%	-1.1%	12.1	7.8	i	-0.7	-4.4%	i
N#CC(C#N)=Cc1cn(-c2ncc(C(F)(F)F)cc2Cl)c2ccccc12	5.1%	-3.1%	-13.6	1.3	i	1.0	-3.1%	i
COc1ccc(N2CCN(C(C)C(=O)N(C)Cc3ccccc3)CC2)cc1 (stereo not drawn)	-6.7%	-0.1%	-7.3	-7.1	i	-4.4	13.4%	-18.4%
CCCCOCCCNC(=O)c1ccc(OCC)cc1	10.0%	-0.9%	-2.5	-1.9	i	0.9	5.1%	i
CCN(CC(=O)Nc1ccc(NC(C)=O)cc1)C(=O)/C=C/c1cn(-c2ccccc2)nc1-c1ccc(F)cc1	1.8%	1.0%	3.6	-1.1	i	-2.0	-14.2%	i
CCC(=O)NC(=S)Nc1ccc(N2CCN(C(=O)c3ccc(Cl)cc3)CC2)cc1	1.8%	-1.4%	23.5	3.3	i	1.0	0.3%	-24.1%
CCC(=O)N1c2ccccc2C(N(C(=O)CC)c2ccccc2)CC1C (stereo not drawn)	1.7%	1.6%	12.9	22.3	i	-0.9	7.8%	i
O=C(Nc1ccc(C(F)(F)F)cc1)N1CCN(c2ccnc3cc(Cl)ccc23)CC1	-15.5%	-0.1%	-2.1	-4.5	i	-1.3	17.5%	-10.0%
COCC(COS(N)(=O)=O)Cc1ccccc1 (stereo not drawn)	12.1%	1.9%	-2.8	4.4	i	0.9	3.3%	-15.7%
COc1ccc(CN2CCC[C@]3(N[C@H](c4ccc(C)cc4)[C@@H]4C(=O)N(C)C(=O)[C@@H]43)C2=O)cc1	5.8%	/	-11.5	-13.7	i	0.7	7.1%	-28.2%
Cc1ccccc1/C=N/Nc1ncnc2nc[nH]c12	-5.7%	1.0%	2.6	3.0	i	-0.7	9.8%	-1.2%
COc1ccc(C(CC(=O)Nc2ccc(Cl)cc2F)NC(=O)C(F)(F)F)cc1 (stereo not drawn)	-0.1%	-4.5%	4.3	1.8	i	-1.3	-7.3%	i
CN(C(=O)C(C)(C)C)c1ccc(OCC(=O)N2CCc3ccccc3C2)cc1	-4.9%	-4.3%	-6.2	5.0	i	1.5	6.8%	-23.8%
CC(C)Cc1nnc(NC(=O)C23CC4CC(CC(C4)C2)C3)s1	1.2%	4.1%	17.6	-2.4	i	-0.3	-4.3%	i
Cn1c(-c2ccc3c(c2)OCO3)cnc1NCc1cccc(Cl)c1	-4.2%	-1.9%	-13.0	-11.4	i	-0.9	12.3%	i
Cc1ccc(/C=C/C(=O)c2c(C)cc(C)[nH]c2=O)cc1	0.0%	1.2%	-10.1	-10.0	i	-1.5	-4.2%	i

Only part of the results is shown; rates above refer to the full screens.
